PfM18AAP inh = blocks P. falciparum M18 aspartyl aminopeptidase; recombinant PfM18AAP, H-Glu-NHMec fluorogenic cleavage; inhibition, % at 7.35 µM; 290,000 tested, 1.2% active; AID 1822;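 active = inhibition above the campaign mean inhibition over all tested compounds plus 3 SD, cut at about 28% in these data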;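 also: 0% = plate median of test compound wells and 100% = 2 mM ZnCl2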
HCV NS3 hel inh = blocks Hepatitis C virus NS3 helicase unwinding | 290,000 tested, 0.56% active | inhibition, % at 10.9 µM | NS3 helicase DNA unwinding, Cy5 molecular beacon fluorescence;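 active = inhibition above the mean of all tested compounds plus 3 SD, set per campaign, cut at about 35% in these data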;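 also: 0% = DMSO wells and 100% = thioflavine S control wells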
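Control set: DMSO versus 110 µM thioflavine S; Material: NS3 helicase fragment of HCV; Measured by: Cy5 fluorescence at 0 and 60 min, beacon hairpin quenching; Read-out basis: percent inhibition from t60/t0 fluorescence ratio; Times: reaction time 60 min, 25 °C; Repeats: single replicate; Compound dosing: single dose, 10.9 µM nominal final, DMSO 0.8% final.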
p-CIP stab down = lowers stability of the mouse p/CIP coactivator protein | 290,000 tested, 0.01% active | F442A p/CIP-EGFP cells, EGFP fluorescence, 16 h | decrease of EGFP signal, % at 10 µM | Q05BA5;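 active = EGFP signal decrease of at least 30% at 10 µM or well 3 SD below plate mean, unless failing retest; inactive = the rest, including hits failing retest or dose response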; also: some compounds called inactive have numbers as strong as hits; many of its hits are not listed in these tables
IDE cell inh = cellular human IDE inhibition | P14735 | HEK cells, FAbetaB cleavage, fluorescence polarization | inhibition, % at 5.59 µM | 320,000 tested, 0.41% active | AID 434962;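 active = percent inhibition above the average of all tested compounds plus 3 SD, set per screening campaign, cut at about 16% in these data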;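 also: IDE supplied by intact live HEK cells; FP after avidin binding of uncleaved biotin substrate so inhibition keeps polarization high; 0% = DMSO wells and 100% = 60 µM reference IDE inhibitor Ii1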
IDE cell activ = activators of human insulin-degrading enzyme in cells; AID 493087; HEK cells, FAbeta-B cleavage, fluorescence polarization; 0% vehicle, 100% cell-free pure enzyme wells; 340,000 tested, 0.073% active; P14735; activation, % at 5.96 µM;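 active = activation above the mean of all tested compounds plus 3 SD, set per screening campaign, cut at about 17% in these data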
IMP-1 inh = blocks Pseudomonas aeruginosa IMP-1 metallo-beta-lactamase | purified IMP-1, nitrocefin hydrolysis, epi-absorbance fluorescence | inhibition, % at 5.6 µM | 290,000 tested, 0.45% active | AID 1556;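 active = inhibition above the mean plus 3 SD of all compounds in the same screening run, cut at about 4.5% in these data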;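 also: 0% = IMP-1 with DMSO and 100% = DMSO wells lacking enzyme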
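System – purified recombinant IMP-1 beta-lactamase · Input – IMP-1 dispensed at 0.2 nM · Timing – 15 min preincubation plus 25 min reaction at 25 °C · Signal – Epi-absorbance fluorescence, 480 nm excitation, 530 nm emission · Measure – percent IMP-1 inhibition derived from blank-referenced optical density · Controls – Enzyme-plus-DMSO low control, enzyme-free DMSO high control · Replication – singlicate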
FID counter = displaces DNA intercalator in HCV helicase counter-screen; DNA fluorescent intercalator displacement, fluorescence; inhibition, % at 7.9 µM; 290,000 tested, 0.17% active; in the data active = inhibition above about 37%;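 also: 0% = vehicle and 100% = reference compound; higher means more ethidium bromide displaced from hairpin DNA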
VIM-2 inh = inhibitors of Pseudomonas aeruginosa VIM-2 metallo-beta-lactamase. purified VIM-2, nitrocefin hydrolysis, epi-absorbance fluorescence. inhibition, % at 5.6 µM. 290,000 tested, 0.89% active. AID 1527;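 active = inhibition above the mean of all tested compounds plus 3 SD, cutoff set per screening run, cut at about 7.5% in these data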;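 also: red hydrolysis product quenches plate fluorescence so inhibitors raise well fluorescence; 0% = enzyme with DMSO and 100% = DMSO without enzyme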
UBC9 SUMO inh = SUMOylation inhibition; inhibition, % at 35 µM; AID 2006; 290,000 tested, 0.36% active; P63279; HTRF SUMOylation assay, SAE1/SAE2 + UBC9, in vitro; in the data active = inhibition above about 50%, passing the limit was not always enough; also: strong numbers were not always called active
Active calls of the source: *; . = no result given.

canonical_smiles	p-CIP stab down	IDE cell inh	VIM-2 inh	UBC9 SUMO inh	IDE cell activ	PfM18AAP inh	IMP-1 inh	FID counter	HCV NS3 hel inh
c1ccc(-c2ccc(-c3[nH]ncc3CN3CCC(N4CCSCC4)CC3)cc2)cc1	-19	1	2.2	4	-3	-7	-2.6	10	-47
C=CCN=C(NC#N)SCCc1ccccc1	2	0	0.3	-1	0	-8	-0.9	-5	3
O=C(O)CN(c1ccccc1[N+](=O)[O-])S(=O)(=O)c1ccccc1	-4	1	-0.7	6	6	4	-2.1	4	3
CSC1=C(C#N)C(c2ccccc2Cl)C2=C(N1)c1ccccc1C2=O (stereo not given)	-1	-3	1.5	-9	4	-5	-0.6	0	9
CN1c2ccccc2C2(C)CCCC3=Cc4cccc([N+](=O)[O-])c4OC312 (stereo not given)	5	7	0.2	-8	0	-7	-0.2	5	11
Cc1ccccc1NC(=O)CN1C(=O)C2C3CC(C(Br)C3Br)C2C1=O (stereo not given)	-1	2	-0.2	-3	-5	5	-4.1	-1	-12
COC(=O)c1c(NC(=O)C2c3ccccc3Oc3ccccc32)sc(C)c1C	14	1	0.2	-25	0	-8	0.4	-4	1
CCn1c(CNc2ccccc2Cl)nnc1SCC(=O)OC1CCCCC1	-4	1	-2.6	8	0	0	-0.4	-32	-10
COC(=O)c1ccc(C(=O)OC)c(NC(=O)COC(=O)C2CCC(C(C)(C)C)CC2)c1 (stereo not given)	1	2	-3.2	-13	6	-5	-3.6	-4	9
Cc1cc(C)cc(NCc2ccncc2)c1	4	3	-1.4	-2	2	6	-1.6	-6	2
O=C(Cn1cnc2c(cnn2-c2ccccc2)c1=O)OCc1ccccc1	1	0	-1.7	6	0	-1	-4.7	-4	9
COc1ccc(NC(=S)Nc2ccc(C)c(Cl)c2)cc1OC	-2	-1	0.3	0	0	19	-0.5	8	-4
O=C(Nc1ccc(F)cc1)Nc1ccccc1F	-14	-3	-2.8	-5	-1	1	-3.1	0	8
CCOc1cc(Cl)c(NC(=O)c2ccco2)cc1OCC	1	4	-5.2	34	4	3	-1.4	-10	-3
CCOC(=O)CSC1=C(C#N)C(c2ccccc2)C(C(C)=O)=C(C)N1 (stereo not given)	-4	4	-1.4	9	1	-8	-0.5	-17	-4
CC(C)(C)C(=O)CSc1nc(N)cc(=O)[nH]1	6	5	-1.8	3	0	3	-1.5	-4	3
Cc1nc(SCC(=O)Nc2ccccc2C(F)(F)F)c2c(=O)n(C)c(=O)n(C)c2n1	.	-3	-5.0	.	0	3	-3.4	-1	0
COc1ccccc1CC(=O)NCCN1CCCCC1	5	3	-1.9	8	4	2	-2.1	-2	-2
CCC(CC)C(=O)Nc1cc(Cl)ccc1C	-6	1	-1.2	-2	.	-3	-0.6	2	14
COc1ccc2c(c1)CCCC21NC(=O)N(CC(=O)NC(=O)NCc2ccccc2)C1=O (stereo not given)	1	-2	-2.9	4	-1	1	-2.6	-29	0
CN(C)/C=C1\C=C(c2ccccc2)OC1=O	-6	0	-1.8	5	4	-11	-1.1	0	9
Cc1nc2ccccc2c2oc(C(=O)N3CCN(C4CCCCC4)CC3)cc12	-8	-1	19*	20	-4	-6	-2.6	9	20
COc1cccc2cc(C(C)N(CCCN3CCOCC3)C(=O)Nc3ccccc3)oc12 (stereo not given)	-3	1	-2.4	-12	3	-1	-1.9	8	-4
CC1=CCC2C(=O)N(c3cccc(C(=O)NCc4ccccc4)c3)C(=O)C2C1 (stereo not given)	-4	-2	-1.7	17	0	0	-2.0	-30	-4
Cc1ccc(OCC(O)CN2CCN(c3ccccn3)CC2)c(C)c1 (stereo not given)	-10	3	-4.0	11	-4	-9	-3.0	10	-5
CCOC(=O)c1cn2nc(N3CCCC3)ccc2n1	9	0	-0.1	10	1	-6	-1.0	-6	5
CSc1ccccc1NC(=O)CN(C)Cc1cccc(Cl)c1	-9	1	-1.4	4	8	2	-1.7	4	-4
COc1ccc(CNC(=O)Cn2nnc3ccccc3c2=O)cc1	-11	-5	0.1	7	3	1	-1.9	-7	7
CCOc1ccccc1NC(=O)c1ccoc1C	4	-6	-0.5	-7	2	-8	-2.1	0	24
CCOc1ccc(OCC)c(NC(=O)C2COc3ccccc3O2)c1 (stereo not given)	-6	3	-4.9	-43	1	-10	-3.9	-5	7
CCCN(CCC)C(=O)c1ccc2c(=O)n(Cc3ccco3)c(=S)[nH]c2c1	-7	-5	-3.5	14	3	4	-4.1	-39	-2
Nc1nccc(-c2ccc(-n3cccc3)cc2)n1	13	4	-3.0	3	2	0	-2.6	0	-4
COc1ccc(/C(C)=N\Nc2nc(-c3ccccc3)cc(=O)[nH]2)cc1	10	1	-2.6	1	2	40*	-3.2	-4	-2
COc1cccc(/C=C2\CCCCC2=O)c1	7	-6	-2.7	7	0	2	-2.4	-15	4
COCCNC(=O)CNC(=S)N(Cc1ccccc1)Cc1cccnc1	9	3	-3.5	1	-3	4	-2.1	-10	17
Cc1ccc(Cl)cc1N1CCN(Cc2nc3c(c(=O)[nH]c(=O)n3C)n2Cc2ccccc2F)CC1	4	0	.	-28	3	.	.	.	.
O=C(O)c1ccccc1NC(=O)C1C2C=CC(C2)C1C(=O)O (stereo not given)	8	2	-2.4	-7	3	3	-2.9	1	-2
O=[N+]([O-])c1ccccc1/C=N/n1c(-c2cccnc2)n[nH]c1=S	0	1	-3.3	10	8	8	-3.0	3	7
Cc1cc(N2C(=O)C(=O)/C(=C(/O)c3ccc(Cl)cc3)C2c2cccc(Br)c2)no1 (stereo not given)	-11	2	-2.5	1	5	1	-2.3	-25	24
CCc1noc(C)c1C(=O)N1CCCC(C(=O)c2cc(F)ccc2OC)C1 (stereo not given)	-4	9	-0.5	3	8	4	-2.2	-20	-4
Cc1nn(-c2ccccc2)c(C)c1/C=C/C(=O)OCC(=O)Nc1ncc(C(F)(F)F)cc1Cl	-2	-1	0.8	18	-2	3	-2.2	-12	2
C=CCn1c(O)c(N=NC(=O)C(O)c2ccccc2)c2ccccc21 (stereo not given)	-8	-4	-0.2	9	7	3	-4.6	-19	-4
CNc1nc(SC)nc2ccsc12	-13	1	1.6	9	4	6	-0.2	1	15
CSc1nc(SCC(=O)NCC2CCCO2)c2c3c(sc2n1)CN(C)CC3 (stereo not given)	1	7	-1.0	1	.	5	-3.6	5	-11
O=C(NCCC(=O)N1CCc2ccccc21)c1ccccc1Cl	-6	4	-0.2	13	3	2	-2.6	-21	-5
O=c1oc2ccccc2c(CNc2ccccc2)c1[N+](=O)[O-]	4	0	1.1	-3	3	4	-1.2	1	6
CSCCC(NC(=O)OC(C)(C)C)C(=O)NC(C(=O)NC(CC(C)C)C(N)=O)C(C)C (stereo not given)	-3	3	-2.6	2	3	-7	-5.1	-20	2
O=C(c1ccccc1)c1cc2ccccc2o1	-21	2	-2.1	2	-2	3	1.7	-4	1
Cc1ccsc1/C=N\NC(=O)c1cc(C(C)(C)C)[nH]n1	7	1	-1.1	7	1	-3	-2.5	-8	8
COc1cccc(Oc2nc(-c3ccccc3O)nc3ccccc23)c1	8	-3	-3.7	-12	0	1	-2.4	-5	-7
CCN(CC)CCCN(Cc1cc2cc3c(cc2[nH]c1=O)OCO3)C(=S)NC	-5	6	-1.4	9	2	0	-4.1	2	0
Cc1ccc(C(=O)NCCCN2CCOCC2)cc1Cl	-5	0	1.2	5	3	-3	-2.1	-3	25
Cc1csc(NC(=O)c2ccccc2)n1	2	3	-5.6	3	6	-3	0.3	-6	4
COc1ccccc1CN1CC(C(=O)NCc2cccnc2)CC1=O (stereo not given)	4	2	-4.9	2	0	4	-0.7	-1	-1

Given with two lines to a compound: entries from further up.
Screens in order: p-CIP stab down, IDE cell inh, VIM-2 inh, UBC9 SUMO inh, IDE cell activ, PfM18AAP inh, IMP-1 inh, FID counter, HCV NS3 hel inh
- c1ccc(-c2ccc(-c3[nH]ncc3CN3CCC(N4CCSCC4)CC3)cc2)cc1
  -19, 1, 2.2, 4, -3, -7, -2.6, 10, -47
- C=CCN=C(NC#N)SCCc1ccccc1
  2, 0, 0.3, -1, 0, -8, -0.9, -5, 3
- O=C(O)CN(c1ccccc1[N+](=O)[O-])S(=O)(=O)c1ccccc1
  -4, 1, -0.7, 6, 6, 4, -2.1, 4, 3
- CSC1=C(C#N)C(c2ccccc2Cl)C2=C(N1)c1ccccc1C2=O (stereo not given)
  -1, -3, 1.5, -9, 4, -5, -0.6, 0, 9
- CN1c2ccccc2C2(C)CCCC3=Cc4cccc([N+](=O)[O-])c4OC312 (stereo not given)
  5, 7, 0.2, -8, 0, -7, -0.2, 5, 11
- Cc1ccccc1NC(=O)CN1C(=O)C2C3CC(C(Br)C3Br)C2C1=O (stereo not given)
  -1, 2, -0.2, -3, -5, 5, -4.1, -1, -12
- COC(=O)c1c(NC(=O)C2c3ccccc3Oc3ccccc32)sc(C)c1C
  14, 1, 0.2, -25, 0, -8, 0.4, -4, 1
- CCn1c(CNc2ccccc2Cl)nnc1SCC(=O)OC1CCCCC1
  -4, 1, -2.6, 8, 0, 0, -0.4, -32, -10

Bioassay records as filed in PubChem.
